Bcl-W Bim block: inhibitors of Bim binding to Bcl-W, primary screen, biochemical, multiplexed, bead-based flow cytometry. inhibition, % at 10 µM. hit rate 0.02% among 190,000. Bim peptide-Bcl-W binding. Bcl-2-like protein 2 (Homo sapiens), Q92843;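 also: 0% = bound tracer without compound and 100% = peptide blocker; higher means less fluorescent Bim peptide bound to Bcl-W beads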
Target sequence (Q92843 whole entry, looked up): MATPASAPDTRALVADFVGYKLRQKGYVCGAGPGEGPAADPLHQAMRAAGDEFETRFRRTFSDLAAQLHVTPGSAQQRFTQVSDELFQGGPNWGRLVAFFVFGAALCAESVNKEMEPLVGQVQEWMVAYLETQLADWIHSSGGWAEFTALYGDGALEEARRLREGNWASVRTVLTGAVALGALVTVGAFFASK
Bim-Mcl-1: inhibitors of Bim peptide binding to Mcl-1, primary screen, biochemical, bead-based flow cytometry, multiplex. AID 1009, 2008. Bim peptide-Mcl-1 binding. inhibition, % at 10 µM. Induced myeloid leukemia cell differentiation protein Mcl-1 (Homo sapiens), Q07820. hit rate 0.1% among 190,000;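 also: 0% = no compound tracer wells and 100% = peptide blocker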
Mcl1 Bid PPI: Mcl-1/Bid binding inhibitors, primary screen, biochemical, TR-FRET, 1536-well. Induced myeloid leukemia cell differentiation protein Mcl-1 (Homo sapiens), Q07820. TR-FRET Mcl-1/Bid-Dy647 peptide binding. inhibition, % at 21.7 µM. hit rate 0.97% among 220,000. AID 1021, 2008;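 active = compounds that cut the binding signal by more than half at the single screening dose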;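 also: His-tagged Mcl-1 with europium anti-His antibody binding Bid BH3 peptide; 0% = Mcl-1 plus peptide wells and 100% = peptide-only wells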
Bcl-B Bim block: inhibitors of Bim-Bcl-B binding, primary screen, biochemical, multiplexed, human Bcl-2 family. inhibition, % at 10 µM. AID 951, 2007. bead-based flow cytometry, Bim peptide-Bcl-B binding. Bcl-2-like protein 10 (Homo sapiens), Q9HD36. hit rate 0.073% among 190,000;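 also: 0% = tracer peptide without compound and 100% = reference inhibitor peptide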
Target sequence (Q9HD36 whole entry, looked up): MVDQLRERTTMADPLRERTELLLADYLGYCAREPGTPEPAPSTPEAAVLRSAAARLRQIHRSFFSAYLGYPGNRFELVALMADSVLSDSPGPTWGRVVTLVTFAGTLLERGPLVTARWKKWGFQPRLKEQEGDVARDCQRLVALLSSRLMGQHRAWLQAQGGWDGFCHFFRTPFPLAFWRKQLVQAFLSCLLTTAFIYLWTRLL
RGS7-Gao: RGS7-Galphao binding modulators, primary screen, biochemical, multiplexed bead flow cytometry | Guanine nucleotide-binding protein G(o) subunit alpha (Homo sapiens), P09471 | actives lie on both sides | binding response (% of control), % at 10 µM | hit rate 0.35% among 220,000 | AID 1439, 2008; in the data active = binding response below about 49% or above about 150%; inconclusive = no clear call, values can overlap the other calls; inactive = in between;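 also: fluorescent Galphao held in activated GDP-AlF4 state binding bead-coupled RGS7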
Target sequence (P09471 whole entry, looked up): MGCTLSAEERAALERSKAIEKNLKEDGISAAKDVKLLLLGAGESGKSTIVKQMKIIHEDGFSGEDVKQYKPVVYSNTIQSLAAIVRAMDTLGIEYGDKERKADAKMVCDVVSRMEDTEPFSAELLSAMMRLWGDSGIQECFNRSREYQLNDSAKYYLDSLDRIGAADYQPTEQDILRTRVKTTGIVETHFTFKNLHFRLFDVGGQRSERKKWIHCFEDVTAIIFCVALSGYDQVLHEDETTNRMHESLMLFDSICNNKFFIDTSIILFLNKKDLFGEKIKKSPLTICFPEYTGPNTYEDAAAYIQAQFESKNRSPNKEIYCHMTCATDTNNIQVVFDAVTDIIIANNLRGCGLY
Bim-Bfl-1: inhibitors of Bim binding to Bfl-1, primary screen, biochemical, multiplexed, bead-based flow cytometry | Bim-Bfl-1 binding inhibition | hit rate 0.12% among 190,000 | inhibition, % at 10 µM | Bcl-2-related protein A1 (Homo sapiens), Q16548;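 also: 0% = wells without compound plus tracer and 100% = blocker peptide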
Mcl1-Noxa inh: Mcl-1/Noxa binding inhibitors, primary screen, biochemical, TR-FRET, 1536-well; Induced myeloid leukemia cell differentiation protein Mcl-1 (Homo sapiens), Q07820; TR-FRET Mcl-1/Noxa peptide binding, 2 h; inhibition, % at 21.7 µM; hit rate 1.5% among 220,000; AID 1022, 2008;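 active = compounds that cut the protein-peptide binding signal by more than 50% relative to plate controls in a single-dose test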;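 also: His-tagged Mcl-1 with rhodamine Noxa BH3 peptide and terbium anti-His antibody; 0% = Mcl-1 plus Noxa peptide wells and 100% = peptide-only wells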
RGS4-Gao reg: modulators of RGS4 binding to Galphao, primary screen, biochemical, multiplexed bead flow cytometry; actives lie on both sides; Guanine nucleotide-binding protein G(o) subunit alpha (Homo sapiens), P09471; binding response (% of control), % at 10 µM; AID 1415, 2008; hit rate 0.33% among 220,000; in the data active = binding response below about 49% or above about 150%; inactive = in between;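 also: fluorescent Galphao activated with aluminum fluoride binding bead-coupled RGS4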
Bim-Bcl-2: inhibitors of Bim-Bcl-2 binding, primary screen, biochemical, multiplexed, human Bcl-2 family. Apoptosis regulator Bcl-2 (Homo sapiens), P10415. Bead-based flow cytometry, Bim peptide-Bcl-2 binding. inhibition, % at 10 µM. hit rate 0.06% among 190,000. AID 950, 2007; in the data active = inhibition above about 40%; inconclusive = no clear call, values can overlap the other calls;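 also: 0% = no compound wells with probe peptide and 100% = reference peptide inhibitor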
RGS8-Gao reg: RGS8-Galphao binding modulators, primary screen, biochemical, multiplexed bead flow cytometry. response (percent of control binding), % at 10 µM. hit rate 0.34% among 220,000. actives lie on both sides. AID 1423, 2008; in the data active = response below about 60% or above about 140%; inactive = in between;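 also: Galphao activated as the GDP aluminium fluoride complex binding bead-coupled RGS8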
Bcl-XL Bim block: inhibitors of Bim-Bcl-XL binding, primary screen, biochemical, multiplexed, bead flow cytometry, human Bcl-XL; Bcl-2-like protein 1 (Homo sapiens), Q07817; Bim peptide-Bcl-XL binding, fluorescence; inhibition, % at 10 µM; hit rate 0.04% among 190,000
Target sequence (Q07817 whole entry, looked up): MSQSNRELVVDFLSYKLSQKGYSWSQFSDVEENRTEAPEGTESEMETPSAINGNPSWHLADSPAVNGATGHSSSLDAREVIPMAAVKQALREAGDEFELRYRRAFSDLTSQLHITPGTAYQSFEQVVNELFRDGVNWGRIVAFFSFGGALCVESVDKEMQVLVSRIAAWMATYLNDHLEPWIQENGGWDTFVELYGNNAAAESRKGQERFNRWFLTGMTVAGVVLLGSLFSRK
* marks the source's active call; other numbers are inactive results; ? = inconclusive; / = not tested or not shown; [ ] = dose if it differs, or a comment. Rule as the data show it, unless noted: active = inhibition above about 40%.

SMILES	Bcl-W Bim block	Bim-Mcl-1	Mcl1 Bid PPI	Bcl-B Bim block	RGS7-Gao	Bim-Bfl-1	Mcl1-Noxa inh	RGS4-Gao reg	Bim-Bcl-2	RGS8-Gao reg	Bcl-XL Bim block
O=C1CN(C(=O)c2cc([N+](=O)[O-])ccc2Cl)C(c2ccccc2)c2cc(F)ccc2N1 (centres undefined)	11.0	9.0	-14.5	4.0	82.8	19.0	-8.3	87.1	10.0	94.9	11.0
CCc1ccc2[nH]c(=O)c(CN(CCCO)C(=O)NCc3ccccc3)cc2c1	0.0	-5.0	-3.3	-2.0	93.8	-3.0	10.4	89.4	-2.0	80.5	3.0
O=C(CSc1nnc(-c2ccccc2)o1)OCc1ccccc1	0.0	0.0	-11.6	0.0	103.8	0.0	-13.4	103.7	0.0	102.8	-1.0
Nc1nc(SCC(=O)Nc2c(Br)cc([N+](=O)[O-])cc2Br)n[nH]1	0.0	0.0	-42.4	0.0	97.7	-1.0	14.2	101.0	-1.0	99.7	0.0
Cc1ccc(C(=O)N(CN2CCCC2=O)c2ccc(F)cc2)cc1	1.0	0.0	-2.1	0.0	98.8	-3.0	-3.8	100.0	0.0	101.3	2.0
CCCOc1ccc(-c2nnn(CC(=O)c3c[nH]c4ccccc34)n2)cc1	-6.0	-3.0	-3.3	-1.0	100.9	-1.0	-11.5	100.8	-3.0	100.6	-8.0
Cc1cccc(-n2cc(CN3CCN(C(=O)c4ncn[nH]4)CC3)c(-c3cccc(F)c3)n2)c1	-2.0	-2.0	-34.4	1.0	106.0	0.0	-26.6	106.2	-1.0	117.0	-1.0
CCOC(=O)Nc1ccc(S(=O)(=O)N2CCOCC2)cc1	-3.0	-4.0	-8.4	-11.0	95.0	-2.0	4.3	96.9	-5.0	97.5	-4.0
Cc1ccc(S(=O)(=O)N2CC3(C)CN(S(=O)(=O)c4ccc(C)cc4)CC(C)(C2)C3=O)cc1	-1.0	0.0	-1.0	-1.0	100.6	-1.0	4.2	98.3	1.0	101.7	-1.0
COc1cc(C(C)=O)ccc1COc1ccc(C(=O)OCC(=O)NC2CCS(=O)(=O)C2)cc1OC (centres undefined)	0.0	0.0	-23.9	-3.0	102.6	0.0	17.9	101.8	0.0	97.9	-2.0
CCCCNCc1cc2ccccc2o1	/	/	3.8	/	?	/	44.0	92.9	/	100.6	/
NC(N)=NS(=O)(=O)c1ccc(NC(=S)NC(=O)/C=C/c2cccs2)cc1	-2.0	-3.0	-82.8	-3.0	?	-5.0	-72.8	98.8	-5.0	100.0	-6.0
CC(=O)Nc1ccc(NC(=O)CC2Nc3cccc4cccc(c34)NC2=O)cc1 (centres undefined)	0.0	-1.0	-115.5	-1.0	92.1	0.0	35.1	83.5	-3.0	92.8	-1.0
CC(C)S(=O)(=O)N1CCCC(C(=O)c2cccc(Cl)c2)C1 (centres undefined)	0.0	-1.0	3.5	1.0	93.5	5.0	-1.5	98.5	2.0	92.6	-3.0
CNC1(C(N)=O)CCNCC1	/	/	-35.6	/	?	/	12.2	105.3	/	102.0	/
COc1ccc(CC(=O)NNS(=O)(=O)c2ccc(F)cc2)cc1OC	0.0	1.0	-5.4	-5.0	98.1	-4.0	12.4	101.2	0.0	103.9	2.0
COc1ccc(C(=O)NCCSCc2ccccc2)cc1OC	-3.0	0.0	-25.5	-3.0	101.1	-6.0	2.6	96.6	-2.0	97.1	-5.0
O=C(CCSc1ccccc1Cl)Nc1cccc([N+](=O)[O-])c1	-3.0	-3.0	10.8	-8.0	109.2	0.0	1.2	105.3	2.0	100.8	-6.0
O=C(Cc1cccs1)N1CCN=C1SCc1ccc(F)cc1	-1.0	-3.0	-17.3	-4.0	94.3	0.0	-7.6	99.2	-2.0	99.7	-2.0
CCC(C(=O)NNC(=O)c1cnccn1)c1ccccc1 (centres undefined)	-1.0	-2.0	-15.5	-3.0	96.8	-3.0	-12.1	97.9	-5.0	101.1	-4.0
COc1ccc(S(=O)(=O)NCc2c(-c3ccccc3)noc2C)c(OC)c1	/	/	13.4	/	?	/	22.4	78.1	/	86.6	/
O=C(C[n+]1cc(-c2ccccc2)n2c1CCC2)OCc1ccccc1	-2.0	-5.0	-9.7	-7.0	100.0	-14.0	10.4	103.9	0.0	102.2	-5.0
Cc1cc(Cl)ccc1OCC(=O)Nc1ccccc1N1CCOCC1	1.0	-4.0	-16.1	0.0	95.2	0.0	7.8	96.5	0.0	95.8	-3.0
Nc1nnc(SCc2cccc(C(F)(F)F)c2)s1	0.0	0.0	-48.7	1.0	97.6	-1.0	0.9	90.8	1.0	95.0	0.0
O=C(c1ccc(Br)s1)N1CCCC1	0.0	0.0	-1.9	0.0	94.5	3.0	2.1	95.5	-2.0	102.2	2.0

Sorted by length of the SMILES (rising): some entries from above
SMILES	Bcl-W Bim block	Bim-Mcl-1	Mcl1 Bid PPI	Bcl-B Bim block	RGS7-Gao	Bim-Bfl-1	Mcl1-Noxa inh	RGS4-Gao reg	Bim-Bcl-2	RGS8-Gao reg	Bcl-XL Bim block
O=C(c1ccc(Br)s1)N1CCCC1	0.0	0.0	-1.9	0.0	94.5	3.0	2.1	95.5	-2.0	102.2	2.0
Nc1nnc(SCc2cccc(C(F)(F)F)c2)s1	0.0	0.0	-48.7	1.0	97.6	-1.0	0.9	90.8	1.0	95.0	0.0
CC(=O)Nc1ccc(NC(=O)CC2Nc3cccc4cccc(c34)NC2=O)cc1 (centres undefined)	0.0	-1.0	-115.5	-1.0	92.1	0.0	35.1	83.5	-3.0	92.8	-1.0
Cc1ccc(S(=O)(=O)N2CC3(C)CN(S(=O)(=O)c4ccc(C)cc4)CC(C)(C2)C3=O)cc1	-1.0	0.0	-1.0	-1.0	100.6	-1.0	4.2	98.3	1.0	101.7	-1.0

The results go on.
SMILES	Bcl-W Bim block	Bim-Mcl-1	Mcl1 Bid PPI	Bcl-B Bim block	RGS7-Gao	Bim-Bfl-1	Mcl1-Noxa inh	RGS4-Gao reg	Bim-Bcl-2	RGS8-Gao reg	Bcl-XL Bim block
O=C(CSc1nc2ccccc2[nH]1)NC(=O)NCc1ccco1	0.0	0.0	-18.8	-5.0	117.7	-2.0	12.6	100.0	-5.0	100.7	0.0
COC(=O)c1ccc(Cn2cc([N+](=O)[O-])cn2)cc1	/	/	1.6	/	?	/	-0.5	91.1	/	99.0	/
O=C(O)COc1ccc(C(=O)Cc2ccc3c(c2)OCCCO3)c(O)c1	-1.0	-6.0	-0.1	-6.0	98.5	-24.0	31.5	98.9	-14.0	98.7	-13.0
C=CCOC(=O)C1=C(C)N=C2SCCC(=O)N2C1c1ccc(OC(=O)c2ccco2)cc1 (centres undefined)	-2.0	0.0	-27.8	-3.0	109.7	-1.0	8.3	108.2	2.0	97.8	-4.0
O=C(Nc1nccs1)c1ccc(-c2ccc(Cl)cc2Cl)o1	-5.0	-4.0	15.9	-10.0	98.2	-5.0	37.9	96.8	-11.0	97.9	-4.0
Cn1c(SCC(=O)OCC(=O)c2ccccc2)nnc1-c1cccs1	-5.0	-6.0	-9.4	-8.0	97.7	-20.0	-10.4	98.9	-14.0	99.2	-9.0
C=C(Br)Cn1c(CCC)nc2ccccc21	0.0	21.0	2.6	-1.0	102.5	-7.0	18.7	79.8	-1.0	96.2	1.0
O=C1N=C(N2CCN(c3cccc4ccccc34)CC2)S/C1=C/c1cccs1	0.0	-1.0	17.9	-7.0	99.2	-13.0	-3.5	103.2	-7.0	103.5	3.0
CS(=O)c1ccccc1-c1nc(-c2ccc(Cl)cc2)no1 (centres undefined)	-6.0	-3.0	-2.7	-1.0	97.5	0.0	9.1	98.6	-2.0	98.8	0.0
COc1ccc(CCN2C(=O)C3C4CC(C5C(C(=O)NN)=NOC45)C3C2=O)cc1OC (centres undefined)	-3.0	-4.0	-11.9	-9.0	101.5	-14.0	17.5	99.9	-12.0	100.9	-9.0
COc1ccc(/C=C/C(=O)Nc2ccccc2C(F)(F)F)cc1OC	-1.0	-1.0	-6.0	-2.0	98.4	-3.0	4.6	96.3	0.0	99.3	-2.0
COC(=O)c1cccc(NC(=O)c2ccccc2)c1	/	/	-19.6	/	?	/	9.6	110.7	/	101.6	/
Cc1ccc(S(=O)(=O)/C(C#N)=C/c2c(N3CCOCC3)nc3c(C)cccn3c2=O)cc1	/	/	-3.9	/	?	/	2.2	85.6	/	98.7	/
CCCCCCn1nc(C(=O)OCC(=O)NC2CCS(=O)(=O)C2)c2ccccc2c1=O (centres undefined)	-4.0	-1.0	-40.5	-5.0	?	-7.0	7.9	101.2	-1.0	98.3	-4.0
O=C(c1cccnc1)N1CCN(C(=O)c2ccccc2F)CC1	-3.0	-1.0	-9.7	-1.0	101.0	0.0	-3.6	102.3	-4.0	99.5	-4.0
CCCC(=O)NCn1nnc(-c2ccc(Cl)cc2)n1	-21.0	-29.0	-11.9	-65.0	295.2*[activator]	-29.0	-1.5	346.2*[activator]	-54.0	120.5	-19.0
Cc1cc(C)c(C#N)c(Sc2ccccc2N)n1	0.0	4.0	-49.8	-12.0	112.1	25.0	8.4	96.4	13.0	87.5	4.0
O=C1CCSc2cccc3cccc(c23)N1	-1.0	-2.0	-5.9	-3.0	96.9	0.0	-6.7	83.1	-1.0	96.3	-2.0
Cn1nnnc1SCc1ccc(C(=O)Nc2ccccc2F)cc1	-1.0	-1.0	-13.6	-2.0	93.5	3.0	-9.9	97.8	-3.0	95.1	-1.0
COc1cc(/C=C(\NC(C)=O)C(=O)O)cc(OC)c1OC	/	/	-0.8	/	?	/	12.7	99.2	/	101.1	/
CCN(CC)S(=O)(=O)c1ccc(N2CCOCC2)c(NC(=O)C(C)(C)C)c1	/	/	-17.4	/	?	/	5.5	90.4	/	92.7	/
Cc1nnc(C)n1/N=C/c1ccc(C(C)C)cc1	4.0	6.0	-9.6	-2.0	100.6	-8.0	-6.3	102.0	1.0	99.8	-2.0
O=C(NNS(=O)(=O)c1ccccc1[N+](=O)[O-])c1cccnc1	/	/	-28.1	/	?	/	6.8	102.6	/	102.4	/
CC1Cn2c(nc3sc4c(c3c2=O)CCC4)N1CCO (centres undefined)	0.0	-4.0	-21.8	-4.0	98.6	-13.0	-5.0	100.6	-9.0	102.3	-5.0
CCOC(=O)C1C(c2cccc(Cl)c2Cl)NC(=O)NC1(O)C(F)(F)F (centres undefined)	-2.0	0.0	-5.3	-1.0	98.2	0.0	-0.8	102.0	0.0	99.7	-1.0
C=CCN(CC=C)C(=O)c1ccccc1NC(=O)c1ccccc1C	0.0	0.0	-7.1	1.0	105.6	0.0	-12.8	100.9	0.0	101.9	0.0
